Screens: PubChem BioAssay, National Center for Advancing Translational Sciences (NCATS)
Tau ThT inhib: qHTS for Inhibitors of Tau Fibril Formation, Thioflavin T Binding | Potency, µM (top dose mostly 57.4 µM), for the others: at the highest dose activity, negative = inhibition, most hits filed as inhibitors | Microtubule-associated protein tau (Homo sapiens), P10636 | AID 1460, 2008 | recombinant tau K18 P301L (four-repeat tau fragment), heparin-induced fibrillization, ThT fluorescence | hit rate 2.1% among 270,000; note: % is set by controls: 0 for no effect and ±100 for the full control effect; nearly all actives have a fitted effect of over 55% in size
Target sequence (P10636 561-689 P618L limits assumed): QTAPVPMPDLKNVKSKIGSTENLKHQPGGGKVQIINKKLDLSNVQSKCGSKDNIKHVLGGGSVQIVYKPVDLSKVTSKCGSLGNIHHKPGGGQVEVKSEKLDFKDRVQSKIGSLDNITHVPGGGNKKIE
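Heparin-induced fibrillization of the P301L-mutant K18 repeat-domain fragment of human tau was followed by ThT binding in quantitative high-throughput format.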
Luc counter: Counterscreen for Luciferase (Kinase-Glo TM) Inhibition; Luciferin 4-monooxygenase (Photuris pensylvanica), Q27757; Potency, µM (highest dose often 38.3 µM), without a hit: at the highest dose activity change, negative = inhibition, actives largely listed as inhibitors; hit rate 0.28% among 200,000; Kinase-Glo luciferase, ATP luminescence, 8 min; note: % is set by controls: 0 for no effect and ±100 for the full control effect; nearly all actives have a fitted effect of over 60% in size
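Substrate mix (final 50 mM imidazole pH 7.2, 50 mM KCl, 7 mM MgCl2, 10 uM ATP, 0.01% Tween 20, 0.05% BSA) plus pin-tool compound, then Kinase-Glo detection mix; 8 min ambient, luminescence read.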
L3MBTL1 block: qHTS Assay for the Inhibitors of L3MBTL1 | Potency, µM (highest dose often 57.1 µM), without a hit: at the top dose activity, negative = inhibition, usual class: inhibitors | AlphaScreen L3MBTL1–H3K9me1 peptide binding | hit rate 0.66% among 230,000 | AID 485360, 2010; note: % is set by controls: 0 for no effect and ±100 for the full control effect; nearly all actives have a fitted effect of over 60% in size
Target sequence (Q9Y468 whole entry, looked up): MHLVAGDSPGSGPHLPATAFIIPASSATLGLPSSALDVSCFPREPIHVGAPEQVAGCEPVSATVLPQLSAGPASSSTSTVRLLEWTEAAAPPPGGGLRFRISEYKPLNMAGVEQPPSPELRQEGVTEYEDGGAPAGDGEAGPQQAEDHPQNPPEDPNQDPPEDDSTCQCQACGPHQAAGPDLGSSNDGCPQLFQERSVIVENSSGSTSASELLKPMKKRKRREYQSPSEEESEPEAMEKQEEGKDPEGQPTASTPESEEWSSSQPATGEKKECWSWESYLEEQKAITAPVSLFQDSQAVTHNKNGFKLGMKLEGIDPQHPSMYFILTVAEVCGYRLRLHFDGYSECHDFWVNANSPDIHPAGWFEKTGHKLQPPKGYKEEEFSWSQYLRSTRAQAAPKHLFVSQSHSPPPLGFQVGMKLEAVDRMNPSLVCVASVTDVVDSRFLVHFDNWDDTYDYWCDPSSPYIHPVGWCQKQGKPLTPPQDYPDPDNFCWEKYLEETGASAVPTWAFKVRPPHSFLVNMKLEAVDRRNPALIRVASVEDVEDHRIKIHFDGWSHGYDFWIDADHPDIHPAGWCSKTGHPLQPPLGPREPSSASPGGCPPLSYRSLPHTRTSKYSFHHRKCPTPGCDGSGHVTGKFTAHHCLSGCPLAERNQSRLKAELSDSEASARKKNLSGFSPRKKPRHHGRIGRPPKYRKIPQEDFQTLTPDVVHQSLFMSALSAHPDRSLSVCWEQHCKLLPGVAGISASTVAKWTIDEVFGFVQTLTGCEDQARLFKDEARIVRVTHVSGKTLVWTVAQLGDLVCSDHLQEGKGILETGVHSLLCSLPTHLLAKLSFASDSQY
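Read-out is AlphaScreen signal from streptavidin donor and nickel chelate acceptor beads (10 ug/mL final each) bridging L3MBTL1 (50 nM) and biotinylated K9-monomethylated H3(1-15) peptide (75 nM), after 30 min compound exposure at room temperature.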
LMNA splice mod: qHTS Assay for Modulators of Lamin A Splicing. Potency, µM (series often up to 46.1 µM), for inactives: at the highest dose ratio change, negative = inhibition, usual class: inhibitors. hit rate 0.01% among 200,000. HeLa LMNA splicing GFP/RFP minigene ratio, 48 h. AID 1487, 2009; active = well fitted inhibition curve with a large enough effect in the signal ratio, with a control signal flat, not every such curve was filed as active; inconclusive = small, poorly fitted or top-dose-only effect, or effect the other way, or a change in a side signal; the % refers to the signal ratio; note: % is set by controls: 0 for no effect and ±100 for the full control effect
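Read-out is the ratio of GFP to DsRed2 object intensity, acquired by 488 nm laser-scanning cytometry on HeLa lamin A-EGFP minigene reporter cells. Compound incubation 48 hrs at 37 °C in Opti-MEM with 2% FBS; DMSO 0.5% final.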
ALDH1A1 inh: qHTS Assay for Inhibitors of Aldehyde Dehydrogenase 1 (ALDH1A1). Aldehyde dehydrogenase 1A1 (Homo sapiens), P00352. Purified ALDH1A1, NADH fluorescence, propionaldehyde substrate. Potency, µM (doses to about 75.3 µM), without a hit: top-dose activity, negative = inhibition, usual class: inhibitors. hit rate 7.3% among 220,000; active = well fitted inhibition curve with a large enough effect, not every such curve was filed as active; inconclusive = small, poorly fitted or top-dose-only effect, or another doubt; inactive = no such curve, though single readings can be large or run the other way;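 note: plate controls were no enzyme wells and a reference inhibitor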
SMN2 splice enh: qHTS Assay for Enhancers of SMN2 Splice Variant Expression; HEK293 SMN2-luciferase splicing reporter, luminescence, 30-36 h; Potency, µM (top dose mostly 46.1 µM), without a hit: at the top dose activity change, positive = activation, usual class: activators; hit rate 2.8% among 210,000; AID 1458, 2008; note: % of control where 0% means no effect; nearly all actives have a fitted effect of over 55% in size
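HEK293 cells carry an SMN2 minigene-luciferase reporter in which exon 7 inclusion puts luciferase in frame. Cells were seeded at 2000 cells/well, attached for 10-12 hours, then exposed to compounds for 30-36 hours at 37C before ONE-Glo luminescence.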
JMJD2E inh: qHTS Assay for Inhibitors of Human Jumonji Domain Containing 2E (JMJD2E) | Lysine-specific demethylase 4E (Homo sapiens), B2RXH2 | JMJD2E catalytic domain, FDH-coupled NADH fluorescence (FDH is formaldehyde dehydrogenase) | Potency, µM (doses to about 57.1 µM), for inactives: top-dose activity change, negative = inhibition, usual class: inhibitors | hit rate 1.6% among 230,000; active = well fitted inhibition curve with a large enough effect, not every such curve was filed as active; inconclusive = small, poorly fitted or top-dose-only effect, or another doubt; inactive = no such curve, though single readings can be large or run the other way;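 note: 0% = wells with enzyme and -100% = buffer wells without enzyme; nearly all actives have a fitted effect of over 50% in size; many of its hits are not listed in these tables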
RECQ1 helicase: qHTS Assay for Inhibitors of RecQ-Like Dna Helicase 1 (RECQ1) | ATP-dependent DNA helicase Q1 (Homo sapiens), P46063 | RECQ1 DNA unwinding, red fluorescence kinetic read | Potency, µM (titrated, usually from 57.3 µM), for inactives: top-dose activity, negative = inhibition, most hits filed as inhibitors | hit rate 0.54% among 240,000 | AID 2549, 2010;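 note: plate controls were vehicle for no effect and no enzyme for full effect; nearly all actives have a fitted effect of over 30% in size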
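RECQ1T1 50 nM; forked duplex (20 bp + 30-nt ss tails) 200 nM, ATP 2 mM final; pH 8.0, 2 mM MgCl2, 2.5 ug/ml poly(dI-dC); 15 min compound preincubation; discontinuous kinetic read over 2 h at RT.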
Starred values were filed as active, the others as inactive; i = inactive; u = inconclusive; x = not tested or not shown; [ ] = remark or other dose. Unless noted, calls come from the whole dose curve; as a rule, active = well fitted curve in the direction sought with a large enough effect; inconclusive = small, poorly fitted or top-dose-only effect, or another doubt; inactive = no such curve, though single readings can be large; an effect the other way counts as inactive or inconclusive. Potency is the fitted concentration of half-maximal effect. Only part of the results is shown; rates above refer to the full screens.

SMILES | Tau ThT inhib | Luc counter | L3MBTL1 block | LMNA splice mod | ALDH1A1 inh | SMN2 splice enh | JMJD2E inh | RECQ1 helicase
O=C(O)C1CCCCC1C(=O)Nc1cc(C(F)(F)F)ccc1Cl (configuration not stated) | -8% | 1% | 15% | u | 11% | x | 5% | -1%
O=C(O)C1CCCCC1C(=O)NCCc1c[nH]c2ccccc12 (configuration not stated) | -5% | 3% | -11% | 2% | -13% | 3% | 0% | 1%
CC(C)CCOc1cccc(OCC(=O)N(C)C2CCS(=O)(=O)C2)c1 (configuration not stated) | -5% | -4% | -3% | 3% | 2% | -30% | 0% | -1%
COc1ccc(C(=O)N2CCNC(=O)C2CC(=O)Nc2ccc(C)cc2)cc1 (configuration not stated) | 9% | -3% | -1% | x | -11% | 14% | 2% | 0%
O=C(c1c(F)cccc1F)N(Cc1ccccn1)C1CC1 | -2% | -3% | x | 7% | 6% | 23% | -9% | -2%
COc1ccc(NC(=O)C(C)N2C(=O)c3ccccc3C2=O)cc1S(=O)(=O)N1CCOCC1 (configuration not stated) | -10% | -2% | x | 16%[46 µM] | -3% | -3% | -3% | i
CC(=O)Nc1cc(NC(=O)CCCC(=O)O)ccc1Cl | 0% | -1% | 6% | 16% | -5% | -3% | 3% | -12%
Cc1cc(N(C)C)cc(C)[n+]1[O-] | 1% | -1% | 3% | 8% | 5% | -6% | -8% | -11%
Cc1nnc(NC(=O)CSc2ccc([N+](=O)[O-])cn2)s1 | -17% | 0% | 1% | -23%[46 µM] | 7% | 11% | -6% | -4%
COC(=O)c1c(NC(=O)CSc2nnnn2-c2ccc3c(c2)OCO3)sc(C)c1C | -7% | x | -4% | 6% | 3% | x | -2% | i
Cc1ccc(NC2=NC(c3ccc(F)cc3)n3c(nc(C)cc3=O)N2)c(C)c1 (configuration not stated) | -3% | x | 12% | x | x | x | u | 0%
CC(NC(=O)c1ccco1)C(=O)OCc1cccc(Cl)c1 (configuration not stated) | -7% | -1% | 4% | 0% | u | 17% | 3% | -15%
Oc1ccc(-c2nc3ccccc3s2)c(O)c1 | 7% | x | 20% | x | x | x | u | -10%
COc1ccc(S(=O)(=O)N2CCOCC2)cc1N=Nc1sc(N)nc1-c1ccccc1 | u | -16% | -25% | -8% | -3% | -21% | 3% | u
CCOC(=O)c1[nH]c2ccccc2c1NC(=O)c1ccc(S(=O)(=O)N2CCCC2)cc1 | -4% | 1% | 7% | -9% | -1% | -8% | u | 0%
CCc1ccccc1NC(=S)NCc1cccn1C | -7% | 1% | u | -8% | 3% | -11%[1.84 µM] | -6% | -4%
CCOc1ccc2nc(SCc3ccc(F)cc3)sc2c1 | u | -3% | 85%[activator] | -9% | 8% | 0% | -12% | -1%
Cn1c(=O)c2c(n(Cc3ccccc3)c1=O)NC(=O)C2CC(=O)NCc1cccc(Cl)c1 (configuration not stated) | -19% | 4% | -5% | -2% | -4% | 8% | -15% | -5%
N#Cc1ccc(CN2CCCC3(CCN(C(=O)c4cc(C(F)(F)F)cc(C(F)(F)F)c4)CC3)C2)cc1 | x | 0% | x | x | 2% | -17% | x | -8%
O=C(Nc1ccccc1Cl)NC1(C(=O)N2CCCCC2)CCCCC1 | 7% | -2% | 2% | -12% | 14% | 2% | 0% | i
CC(C)CN1CCC(CN(C)Cc2nc(-c3cnccn3)no2)CC1 | -6% | 3% | -3% | x | -1% | x | -7% | -1%
O=C1NCC(COCc2ccccc2)O1 (configuration not stated) | 7% | -3% | 1% | u | 1% | -17% | -2% | -2%
Cc1ccc(S(=O)(=O)CC(O)COc2ccc(F)cc2Cl)c(C)c1 (configuration not stated) | -12% | -1% | 17% | x | u | -5% | -7% | i
CC(=O)c1ccc(N2CCN(C(=O)C3(S(=O)(=O)c4ccc(Cl)cc4)CC3)CC2)cc1 | -10% | 0% | -6% | u | u | -17% | u | -4%
COC(=O)c1ccc(OCCOc2ccccc2)cc1 | u | -2% | x | 5% | -1% | -5% | 1% | -6%
COc1ccc(C(C)=O)cc1COC(=O)c1ccc(S(=O)(=O)N(C)C)cc1 | -11% | -2% | x | x | 7.1µM* | -16% | 6% | -16%
CC(C(=O)Nc1ncn[nH]1)N1C(=O)c2ccccc2C1=O (configuration not stated) | -4% | 3% | -3% | -8% | -1% | 4% | 6% | 5%
CCOC(=O)c1c(N2C(=O)Nc3ccccc3N2O)sc2c1CCCCC2 | -8% | -1% | 2% | -14% | -13% | 0%[1.84 µM] | -6% | 4%
Cc1cc2ncn(-c3ncnc4sc5c(c34)CCCC5)c2cc1C | -16% | -7% | x | u | -13% | u | -5% | -11%
Cc1ccc(C(=O)COc2ccccc2N2C(=O)c3ccccc3C2=O)cc1 | 2% | 0% | 6% | -4% | -4% | 20µM* | 5% | -4%
C=CCOc1cccc(/C=N/NC(=O)C(=O)NCc2ccco2)c1 | -10% | -4% | -3% | -5% | 5% | 0% | 4% | i
O=C(CCc1ccccc1)NNC(=O)Cc1ccc(Cl)cc1 | -4% | -1% | x | x | -3% | 12% | -6% | -1%
CSc1ccc(/C=N\NC(=O)CC(=O)NC(C)C)cc1 | -4% | 1% | 10% | 8%[46 µM] | u | x | u | 7%
CCC1C(=O)N=C(SCC(=O)Nc2ccc(Br)cn2)NC1=O (configuration not stated) | -16% | -1% | 13% | 0%[46 µM] | 0% | -3% | -2% | i
COc1cc(C2/C(=C(\O)c3ccc4c(c3)CC(C)O4)C(=O)C(=O)N2Cc2ccco2)ccc1O (configuration not stated) | -3% | -3% | 1% | -1% | 7% | 0% | -8% | -3%
Cc1ccc(NC(=O)Cc2c(C(=O)O)n(C)c3ccccc23)cc1F | -15% | x | x | x | -12% | x | -4% | i
COn1c(SCC(=O)N(C)C)nc2ccccc2c1=O | -2% | 0% | 0% | -2% | -1% | 1% | 11% | -16%
O=C(NNS(=O)(=O)c1ccc(Br)cc1)c1ccncc1 | 2% | 2% | 4% | -5%[0.0737 µM] | 7% | -4% | -3% | i
O=C(CSc1nc2ccccc2c(=O)n1-c1ccc(F)cc1)Nc1ccc(N2CCOCC2)cc1 | -7% | 3% | -7% | -12% | -7% | -7% | -7% | i
N#Cc1c(NC(=O)c2cccc(S(=O)(=O)Nc3ccc(C(=O)O)cc3)c2)sc2c1CCCC2 | u | x | 0% | x | x | x | -5% | -10%
CCCNc1cc(C)c(C#N)c2nc3ccccc3n12 | 7% | 0% | -18% | 5% | u | 5% | 3% | i
COC(=O)[C@@]1(Cc2ccccc2)[C@H]2c3cc(C(=O)N(C)C)n(Cc4cc(F)c(F)c(F)c4)c3C[C@H]2CN1C(=O)c1ccccc1 | -21% | -1% | x | x | -5% | -37%[inhibitor] | u | -10%
Clc1ncc2[nH]cnc2n1 | -1% | x | x | x | 9% | x | u | -1%
O=[N+]([O-])c1ccccc1OCCCn1cnc2ccccc21 | -3% | 0% | 1% | 45%[46 µM] | u | 11µM* | u | i
O=C(O)/C=C/C(=O)Nc1ccc(Cl)cc1C(=O)c1ccccc1 | -9% | x | -1% | x | x | x | 11% | -4%

Single records, as listed above. Screens in order: Tau ThT inhib | Luc counter | L3MBTL1 block | LMNA splice mod | ALDH1A1 inh | SMN2 splice enh | JMJD2E inh | RECQ1 helicase
C=CCOc1cccc(/C=N/NC(=O)C(=O)NCc2ccco2)c1 as listed: -10% | -4% | -3% | -5% | 5% | 0% | 4% | i
O=C(CSc1nc2ccccc2c(=O)n1-c1ccc(F)cc1)Nc1ccc(N2CCOCC2)cc1 as listed: -7% | 3% | -7% | -12% | -7% | -7% | -7% | i

(list continues)
SMILES | Tau ThT inhib | Luc counter | L3MBTL1 block | LMNA splice mod | ALDH1A1 inh | SMN2 splice enh | JMJD2E inh | RECQ1 helicase
CCN(CC)CCCC1(CN)OCCc2ccccc21 (configuration not stated) | 9% | 3% | -9% | -12% | 4% | 2% | 4% | 7%
CCCCNC(=O)NNC(=O)c1cc(C)on1 | 3% | x | 6% | x | x | x | 3% | i
O=C(NCc1ccccc1)c1ccccc1C(=O)c1ncc[nH]1 | 7% | -2% | 0% | -2%[46 µM] | 3% | x | -8% | i
COc1ccccc1CNC(=O)c1ccc(-c2ccccc2)cc1 | -4% | x | -2% | -17% | 3% | x | -11% | -1%
Cc1nnc(SCc2nc3sc(C(=O)O)c(C)c3c(=O)[nH]2)s1 | u | x | u | x | 20µM* | x | -17% | 9%
COc1ccc(CCn2nnnc2C(CC(C)C)N2CCC(C(N)=O)CC2)cc1OC (configuration not stated) | 2% | 1% | 0% | 2% | 0% | -1% | 10% | -5%
CNCC(=O)Nc1c(C)n[nH]c1C | 2% | 2% | 8% | -6% | -1% | 4% | -6% | -2%
COc1ccccc1N1CCN(C(=O)Cn2nc3n(C)c4ccccc4n3c(=O)c2=O)CC1 | -1% | -6% | -2% | u | 7% | 9% | -2% | 3%
CC(=O)O[C@H]1C(=O)[C@@]2(C)[C@H]([C@H](OC(=O)c3ccccc3)[C@]3(O)C[C@H](OC(=O)[C@H](O)[C@@H](NC(=O)c4ccccc4)c4ccccc4)C(C)=C1C3(C)C)[C@]1(OC(C)=O)CO[C@@H]1C[C@@H]2O | u | 1% | -4% | u | -8% | x | 10% | -7%
CCOc1ccc(-c2nnc3ccc(SC(C)C)nn23)cc1 | -12% | x | 5% | x | 1% | x | u | i
Cc1nnc(NC(=O)CSc2nnc(C)n2-c2ccc(F)cc2)s1 | 2% | -3% | 9% | u | -2% | -3% | 0% | -1%
CN(CCCNC(=O)c1cccn2c(=O)c3ccccc3nc12)Cc1ccccc1 | -7% | -7% | 8% | -9% | u | 13% | -20% | 16%
